NR3A LBD binder = modulates the human NR3A ligand-binding domain | NR3A LBD differential scanning fluorimetry, Tm shift; 0% = protein alone, 100% = glycine-bound protein | Tm shift relative to glycine control, % at 25 µM | actives 2.5% (n = 340,000) | AID 1259313;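 active = melting temperature shift of at least 10% of the positive control shift, at one fixed dose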
MPTP inh = inhibitors of mitochondrial permeability transition pore. isolated mouse mitochondria, Ca2+ swelling absorbance, 30 min. inhibition, % at 10 µM. actives 1.4% (n = 360,000). AID 602449;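 active = inhibition of 50% or more, scaled per plate between neutral and stimulator controls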;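 note: 0% = DMSO wells given calcium and 100% = 1 mM EGTA wells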
SENP7 inh = inhibitors of human SENP7 protease; actives 1.5% (n = 330,000); recombinant SENP7, Z-RLRGG-aminoluciferin luminescence, 40 min; Q9BQF6; inhibition, % at 5 µM; AID 434973;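 active = inhibition above about 50% at the single test dose, limit read from the data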;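 note: plate controls were DMSO with enzyme for no effect and no enzyme buffer wells for full effect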
Target sequence (Q9BQF6 706-1050 limits assumed): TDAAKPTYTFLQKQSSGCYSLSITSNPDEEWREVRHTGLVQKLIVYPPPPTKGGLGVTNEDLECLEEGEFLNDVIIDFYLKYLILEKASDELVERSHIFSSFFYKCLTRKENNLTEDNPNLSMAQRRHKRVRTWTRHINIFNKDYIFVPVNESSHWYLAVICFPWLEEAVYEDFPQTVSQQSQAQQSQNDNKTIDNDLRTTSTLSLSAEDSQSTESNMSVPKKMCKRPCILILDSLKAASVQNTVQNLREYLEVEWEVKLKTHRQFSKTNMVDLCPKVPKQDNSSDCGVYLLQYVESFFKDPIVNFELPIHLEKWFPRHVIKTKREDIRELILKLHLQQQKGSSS
ATG4B inh = inhibitors of human ATG4B cysteine protease. Q9Y4P1. ATG4B cleavage of LC3-PLA2, NBD-HPC fluorescence, 1 h. inhibition, % at 8.33 µM. actives 0.51% (n = 340,000). AID 504462; in the data active = inhibition above about 40%
Target sequence (Q9Y4P1 whole entry, looked up): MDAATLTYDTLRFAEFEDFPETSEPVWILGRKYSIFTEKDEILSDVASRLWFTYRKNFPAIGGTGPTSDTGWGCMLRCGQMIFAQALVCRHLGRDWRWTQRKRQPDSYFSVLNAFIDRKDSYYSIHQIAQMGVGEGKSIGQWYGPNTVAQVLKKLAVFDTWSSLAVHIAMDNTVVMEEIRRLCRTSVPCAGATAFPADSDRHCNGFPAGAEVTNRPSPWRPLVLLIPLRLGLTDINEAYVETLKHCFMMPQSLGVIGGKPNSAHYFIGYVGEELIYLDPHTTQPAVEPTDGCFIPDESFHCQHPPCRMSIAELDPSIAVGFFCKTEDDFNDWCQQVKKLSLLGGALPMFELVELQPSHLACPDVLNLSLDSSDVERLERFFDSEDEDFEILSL
PfG6PD inh = PfG6PD (Plasmodium falciparum) enzyme inhibition; actives 0.78% (n = 350,000); AID 504690; inhibition, % at 20 µM; PfGluPho enzyme, NADPH resazurin-diaphorase fluorescence;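 active = inhibition reaching at least a set limit at 20 µM in the primary screen, cut at about 59% in these data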;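 note: 0% = DMSO wells with substrate and 100% = DMSO wells lacking glucose-6-phosphate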
SENP6 inh = blocks the human protease SENP6. Q9GZR1. Recombinant SENP6 catalytic domain, aminoluciferin luminescence. inhibition, % at 10 µM. actives 1.8% (n = 330,000);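 active = inhibition above about 50% at the single tested dose, limit read from the data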;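 note: plate controls were DMSO wells with enzyme for no effect and DMSO wells lacking enzyme for full effect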
SENP8 inh = inhibitors of human SENP8 protease | recombinant SENP8, Nedd8 substrate fluorescence | actives 0.64% (n = 360,000) | inhibition, % at 20 µM; in the data active = inhibition mostly above about 40%, no sharp cut-off; inactive = mostly below about 27%
Target sequence (Q96LD8 whole entry, looked up): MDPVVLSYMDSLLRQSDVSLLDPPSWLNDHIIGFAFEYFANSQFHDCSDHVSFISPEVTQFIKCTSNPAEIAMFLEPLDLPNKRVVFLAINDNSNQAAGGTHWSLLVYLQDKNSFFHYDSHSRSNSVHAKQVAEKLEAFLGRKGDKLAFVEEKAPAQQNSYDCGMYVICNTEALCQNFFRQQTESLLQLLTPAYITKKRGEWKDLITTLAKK
HKDC1 inh = blocks human hexokinase HKDC1 activity; AID 493160; actives 0.16% (n = 340,000); Q2TB90; inhibition, % at 20 µM; recombinant HKDC1, G6PDH/diaphorase resazurin coupled fluorescence;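 active = inhibition above about 35% when tested at 20 µM, limit read from the data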;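 note: plate controls were DMSO wells with enzyme for no effect and DMSO wells lacking enzyme for full effect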
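Test system: recombinant HKDC1 (HK5) hexokinase enzyme, produced in-house / Doses: 20 µM test compound, 1% DMSO / Timing: 90 min, room temperature / Detection: G6PDH/diaphorase-coupled fluorescence, 1 mM NADP, 100 µM resazurin, 525/613 nm / Control set: DMSO wells with and without enzyme mix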
The depositor's hits bear a star; . = no result given.

Codes – A = NR3A LBD binder; B = MPTP inh; C = SENP7 inh; D = ATG4B inh; E = PfG6PD inh; F = SENP6 inh; G = SENP8 inh; H = HKDC1 inh
Compound: Cc1ccc(C)c(S(=O)(=O)N2CCCCC2CCNC(=O)C(=O)NC2CC2)c1 (stereo unspecified)
  A: -2	B: -0.7	C: -5	D: -1	E: -15	F: -7	G: 8	H: -8
Compound: CC(C)c1nc2oc3c(NCc4cccnc4)ncnc3c2c2c1CCC2
  A: -1	B: 0.6	C: -1	D: -12	E: -13	F: 11	G: -227	H: 26
Compound: O=C1CCCC2=C1C(c1cccs1)Nc1ccc3ncccc3c12 (stereo unspecified)
  A: -1	B: -2.1	C: 3	D: -10	E: 22	F: 3	G: -311	H: 5
Compound: CC1CCCC(NC(=O)C2CCC(CNc3c(N4CCCCC4)c(=O)c3=O)CC2)C1C (stereo unspecified)
  A: -1	B: 1.3	C: -2	D: 0	E: 9	F: 5	G: 17	H: -1
Compound: O=c1c2ccccc2nc(SCc2ccccc2Cl)n1Cc1ccccc1
  A: 2	B: 3.6	C: 4	D: -2	E: 0	F: 11	G: 15	H: 4
Compound: O=C(Nc1ccc2c(c1)CCC2)Nc1ccccc1Cl
  A: 10*	B: 6.1	C: 94*	D: 2	E: 15	F: 95*	G: 1	H: 1
Compound: O=C(NCCc1ccccc1F)c1ccc2c(c1)OCCO2
  A: 5	B: 0.7	C: 89*	D: 13	E: -7	F: 92*	G: -3	H: -5
Compound: COc1cc(OC)c(NC(=O)c2csc(C)c2)cc1Cl
  A: 8	B: -1.8	C: 4	D: -7	E: 50	F: -22	G: 0	H: 1
Compound: C=CCSc1nc2sc3c(c2c(=O)[nH]1)CCC3
  A: -2	B: 0.1	C: 8	D: 0	E: 5	F: -1	G: 8	H: -10
Compound: O=C(NCc1ccco1)C1c2ccccc2Oc2ccccc21
  A: -2	B: -4.6	C: -10	D: 3	E: -11	F: -9	G: 13	H: 5
Compound: O=C(CNc1cccc(S(=O)(=O)N2CCCCC2)c1)Nc1cccc(F)c1
  A: -5	B: 3.3	C: 1	D: -5	E: 4	F: -5	G: -51	H: -4
Compound: COc1cc2cccc(OC)c(=O)c2c(O)c1OC
  A: 1	B: 1.4	C: 1	D: 7	E: -9	F: 14	G: 5	H: -8
Compound: Cc1cc(OC(=O)c2ccc(Cl)cc2Cl)c([N+](=O)[O-])c(=O)[nH]1
  A: -2	B: -0.1	C: -5	D: -3	E: -9	F: -6	G: 4	H: -2
Compound: CC(Sc1nnc(Cc2ccc3c(c2)OCO3)o1)C(N)=O (stereo unspecified)
  A: -1	B: -0.7	C: 7	D: 6	E: -21	F: -19	G: 8	H: -7
Compound: COc1ccccc1CNC(=O)CSc1nn2c(=O)c(C(C)(C)C)nnc2s1
  A: 3	B: -1.3	C: 7	D: -2	E: -1	F: 0	G: 3	H: -4
Compound: COCCNC(=O)Cn1cnc2c1c(=O)n(C)c(=O)n2C
  A: -2	B: -2.5	C: 4	D: -6	E: 6	F: -10	G: 12	H: 4
Compound: O=C(CN1CCOCC1)c1c[nH]c2ccccc12
  A: 1	B: 3.9	C: 10	D: -15	E: -11	F: 2	G: 20	H: 5
Compound: S=C(c1ccc(N2CCCC2)c(Br)c1)N1CCCCC1
  A: 2	B: -0.1	C: 1	D: 10	E: 1	F: 10	G: 19	H: -7
Compound: CCOc1ccc(N2CC(C(=O)NCCN3C(=O)S/C(=C\c4cccnc4)C3=O)CC2=O)cc1 (stereo unspecified)
  A: -2	B: -1.1	C: 5	D: -5	E: 31	F: 0	G: 30	H: -5
Compound: CCCCNC(=O)c1onc(CS(=O)(=O)c2ccccn2)c1C(=O)NCCCC
  A: 2	B: -0.1	C: 0	D: -3	E: 6	F: 11	G: 9	H: -4
Compound: CCOc1ccc(CCNC(=O)COC(=O)c2ccc[nH]c2=O)cc1OCC
  A: 4	B: -0.2	C: -8	D: -5	E: 4	F: -19	G: 8	H: -5
Compound: CC(=O)Nc1cccc(NC(C)=C(C#N)C#N)c1
  A: 0	B: -0.4	C: 1	D: -8	E: 14	F: 2	G: 22	H: -12
Compound: COc1ccc(C2C(C#N)=C(N)Oc3cc(C)n(CCN4CCOCC4)c(=O)c32)cc1OC (stereo unspecified)
  A: 2	B: 1.7	C: 6	D: 2	E: -17	F: 4	G: 24	H: -9
Compound: O=C(/C=C/c1ccco1)Nc1ccc(Cl)c(S(=O)(=O)N2CCOCC2)c1
  A: 0	B: 4.8	C: 2	D: -6	E: 20	F: -1	G: -5	H: 0
Compound: COc1ccc(CCNC(=O)C2CC(=O)N(c3ccccc3)C2)cc1OC (stereo unspecified)
  A: 2	B: 0.2	C: 7	D: -3	E: -7	F: 16	G: -3	H: 2

Looked up by structure from the list above, 4 records:
Codes – A = NR3A LBD binder; B = MPTP inh; C = SENP7 inh; D = ATG4B inh; E = PfG6PD inh; F = SENP6 inh; G = SENP8 inh; H = HKDC1 inh
Compound: COc1ccccc1CNC(=O)CSc1nn2c(=O)c(C(C)(C)C)nnc2s1
  A: 3	B: -1.3	C: 7	D: -2	E: -1	F: 0	G: 3	H: -4
Compound: O=C(NCCc1ccccc1F)c1ccc2c(c1)OCCO2
  A: 5	B: 0.7	C: 89*	D: 13	E: -7	F: 92*	G: -3	H: -5
Compound: S=C(c1ccc(N2CCCC2)c(Br)c1)N1CCCCC1
  A: 2	B: -0.1	C: 1	D: 10	E: 1	F: 10	G: 19	H: -7
Compound: O=C1CCCC2=C1C(c1cccs1)Nc1ccc3ncccc3c12 (stereo unspecified)
  A: -1	B: -2.1	C: 3	D: -10	E: 22	F: 3	G: -311	H: 5

(list continues)
Codes – A = NR3A LBD binder; B = MPTP inh; C = SENP7 inh; D = ATG4B inh; E = PfG6PD inh; F = SENP6 inh; G = SENP8 inh; H = HKDC1 inh
Compound: Cc1nn(C)cc1CN(C)C(=O)c1ccc(OC2CCN(Cc3ccccn3)CC2)cc1
  A: -3	B: 0.7	C: 9	D: -1	E: -10	F: -1	G: 6	H: -2
Compound: CC(C)(C)NC(=O)CN1C(=O)/C(=C/c2ccccc2)SC1=S
  A: 0	B: 1.4	C: -1	D: 3	E: -10	F: -9	G: 12	H: -11
Compound: Cc1cccn2c(=O)c3cc(C(=O)NCCc4ccccc4)c(=N)n(CC4CCCO4)c3nc12 (stereo unspecified)
  A: -2	B: 0.5	C: -4	D: 10	E: -26	F: -15	G: -304	H: -5
Compound: O=C(c1ccc(-c2cccc(C(F)(F)F)c2)o1)N1CCN(c2ccccc2)CC1
  A: -3	B: 0.1	C: -3	D: 5	E: 13	F: -12	G: -3	H: 1
Compound: COc1cccc(CN2CC(C(=O)NC3CCC(O)CC3)CCC2=O)c1 (stereo unspecified)
  A: 0	B: 1.0	C: -4	D: 11	E: -3	F: -19	G: 2	H: 0
Compound: O=C(O)COc1ccc2oc3ccccc3c2c1
  A: -1	B: 3.6	C: 7	D: 0	E: -10	F: 12	G: -2	H: -3
Compound: CC1(C(=O)N/N=C/c2ccc([N+](=O)[O-])o2)CC1(Br)Br (stereo unspecified)
  A: -6	B: -15	C: 4	D: -1	E: 0	F: 7	G: 33	H: 0
Compound: CC(C)CCNC(=O)C1CCN(S(=O)(=O)c2ccc3nc4c(c(C(=O)O)c3c2)CCCCC4)CC1
  A: 0	B: -1.1	C: 9	D: -4	E: -13	F: -6	G: 7	H: -4
Compound: CCCCOC(=O)c1cccc(NC(=O)CC)c1
  A: 1	B: -2.4	C: -4	D: 0	E: -4	F: 15	G: 12	H: -1
Compound: COc1ccc(C(=O)NC(=S)NNC(=O)c2ccc(NC(=O)C(C)C)cc2)cc1
  A: -4	B: -1.4	C: 5	D: -3	E: -20	F: -14	G: -29	H: -8
Compound: Cc1cccc(C(=O)OCC(=O)NCCCc2ccccc2)c1
  A: 0	B: -0.3	C: 1	D: 1	E: -8	F: 4	G: 15	H: -4
Compound: c1ccc2sc(N3CCOCC3)nc2c1
  A: -16	B: 0.1	C: 3	D: 12	E: -4	F: -8	G: 3	H: 8
Compound: CC(=O)OCC(=O)NCC(=O)c1c[nH]c2ccccc12
  A: 0	B: 1.3	C: -3	D: 2	E: -22	F: -7	G: 4	H: -5
Compound: CC(C)C[C@@H](CNC(=O)OC(C)(C)C)NC(=O)c1nc[nH]c1C(=O)N[C@@H](CC(C)C)C(=O)CNC[C@H](CC(C)C)NC(=O)c1nc[nH]c1C(=O)N[C@@H](Cc1c[nH]c2ccccc12)C(=O)OC(C)(C)C
  A: -1	B: -0.5	C: 1	D: -29	E: -36	F: -2	G: -37	H: 2
Compound: CC(C)(C)c1nc(SCC(=O)Nc2ccc(N3CCOCC3)cc2)c2ccccc2n1
  A: -4	B: 2.1	C: 12	D: -11	E: -1	F: -3	G: 4	H: 0
Compound: CC(C)C(NC(=O)c1ccc(Cl)c([N+](=O)[O-])c1)C(=O)NCc1ccccn1 (stereo unspecified)
  A: 2	B: 0.5	C: 7	D: -2	E: 13	F: 12	G: -5	H: -5
Compound: O=C(CCC(=O)c1cccs1)NCc1ccccc1
  A: -3	B: 0.4	C: 0	D: 2	E: 2	F: 4	G: 14	H: 3
Compound: CCN(CC)CCCN1C(=O)C(=O)/C(=C(/O)c2ccccc2)C1c1cc(OC)ccc1OC (stereo unspecified)
  A: -3	B: -0.6	C: -2	D: -6	E: 10	F: -20	G: 21	H: -7
Compound: COCCNC(=O)c1sc2ncn(CC(=O)Nc3ccc(C)c(Cl)c3)c(=O)c2c1C
  A: -3	B: -0.3	C: 1	D: -5	E: -7	F: -3	G: -6	H: -3
Compound: CCC(c1nnnn1C1CCCC1)N1CCN(C(=O)c2ccco2)CC1 (stereo unspecified)
  A: 0	B: -2.1	C: -3	D: -7	E: -3	F: -10	G: 4	H: -2
Compound: CC(C)Oc1cccc(C(=O)C2CCCN(C(=O)c3ccoc3)C2)c1 (stereo unspecified)
  A: -1	B: -0.2	C: 2	D: -6	E: 4	F: 15	G: 9	H: -2
Compound: O=C(O)CC/C(=C\c1ccc(Cl)c([N+](=O)[O-])c1)c1nc2ccccc2s1
  A: 30*	B: 1.6	C: 0	D: 49*	E: 11	F: 5	G: 6	H: 1
Compound: c1cncc(CNc2ncnc3sccc23)c1
  A: 1	B: 1.2	C: -8	D: -11	E: 8	F: -6	G: -22	H: -4
Compound: COc1cccc(NC(=O)CN2C(=O)NC3(CCCc4ccccc43)C2=O)c1 (stereo unspecified)
  A: 0	B: 0.1	C: -5	D: -11	E: 5	F: -18	G: 11	H: -3
Compound: CCOC(=O)/C(C#N)=C/c1ccc(OC(=O)c2ccccn2)cc1
  A: -1	B: 1.2	C: .	D: 9	E: -8	F: .	G: 2	H: -13

Exported with tabs: part of the list above.
SMILES	NR3A LBD binder	MPTP inh	SENP7 inh	ATG4B inh	PfG6PD inh	SENP6 inh	SENP8 inh	HKDC1 inh
COc1ccc(C(=O)NC(=S)NNC(=O)c2ccc(NC(=O)C(C)C)cc2)cc1	-4	-1.4	5	-3	-20	-14	-29	-8
Cc1cccc(C(=O)OCC(=O)NCCCc2ccccc2)c1	0	-0.3	1	1	-8	4	15	-4

Carrying on:
Codes – A = NR3A LBD binder; B = MPTP inh; C = SENP7 inh; D = ATG4B inh; E = PfG6PD inh; F = SENP6 inh; G = SENP8 inh; H = HKDC1 inh
Compound: COc1ccc(N2C(=O)c3ccccc3NC2c2ccccc2O)cc1 (stereo unspecified)
  A: -2	B: -0.4	C: -5	D: 3	E: -11	F: 1	G: -296	H: -4
Compound: COc1ccc(-c2[nH]ncc2CN(C)CCN2CCOCC2)cc1F
  A: -1	B: 1.0	C: -3	D: -3	E: 9	F: -16	G: 2	H: -11
Compound: CCCCCCCCC(=O)N1CCN(c2cc3c(cc2F)c(=O)c(C(=O)O)cn3CC)CC1
  A: -1	B: -1.9	C: 1	D: -1	E: -6	F: -7	G: -292	H: 1
Compound: COc1cccc(CNS(=O)(=O)c2ccc(N3CCCC3=O)cc2)c1
  A: 0	B: 1.0	C: -9	D: 3	E: -5	F: -2	G: 5	H: -7

Compound activity as filed in PubChem.
